Screening data (PubChem)
IEC-6 tox: IEC-6 cytotoxicity, counter-screen for KLF5 inhibitors | luminescence viability | inhibition, % at 5 µM | 290,000 tested, 0.78% active; in the data active means inhibition above about 22%;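 further: 0% = plate median of test compound wells and 100% = cytotoxic reference compound wells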
AI-2 QS mod: modulators of Vibrio harveyi AI-2 quorum sensing system; Vibrio harveyi JMH597 AI-2 luminescence/OD600 ratio, 9 h; stronger effect = lower value; strain lacks LuxN and CqsS sensors; 0 = neutral-control median; activity change, % at 7.5 µM; 300,000 tested, 0.4% active; AID 2094; in the data active means activity change below about -75%, passing the limit was not always enough;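 further: luminescence divided by OD600 gain over 9 h not by final OD600 alone; inactives centre near 13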
GSK3B inh: blocks human GSK3beta kinase activity; GST-GSK3beta kinase, ADP-Glo luminescence, 60 min; stronger effect = lower value; activity score (negative = inhibition), % at 10 µM; 300,000 tested, 0.038% active;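 active means more than half of replicate wells score below -50%, meaning over 50% inhibition versus plate controls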;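 further: 0% = median DMSO wells and -100% = median GW8510 positive control wells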
Target sequence (P49841 whole entry, looked up): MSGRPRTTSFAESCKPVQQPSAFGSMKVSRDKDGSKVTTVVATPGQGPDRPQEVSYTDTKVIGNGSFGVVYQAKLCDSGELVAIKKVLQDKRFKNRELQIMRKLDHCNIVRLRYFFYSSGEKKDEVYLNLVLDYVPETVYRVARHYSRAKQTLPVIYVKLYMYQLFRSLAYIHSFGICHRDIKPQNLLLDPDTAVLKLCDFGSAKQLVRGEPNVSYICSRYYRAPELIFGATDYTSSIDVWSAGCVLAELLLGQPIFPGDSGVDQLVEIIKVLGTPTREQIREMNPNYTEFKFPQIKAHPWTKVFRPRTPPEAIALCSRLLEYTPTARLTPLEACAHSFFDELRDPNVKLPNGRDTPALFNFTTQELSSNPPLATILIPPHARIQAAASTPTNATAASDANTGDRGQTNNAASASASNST
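Test system – GST-tagged human GSK3beta kinase, cell-free · Incubation – 60 min enzyme reaction, room temperature · Signal – ADP-Glo luminescence · Also added – peptide substrate and ATP at 25 µM · Controls – DMSO neutral wells and GW8510 at 20 µM as positive · Buffer or medium – Tris/MgCl2 kinase buffer · Measure – Luminescence-derived activity versus plate DMSO and GW8510 wells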
KLF5 inh: suppresses KLF5 promoter-driven expression; DLD-1 KLF5 promoter-luciferase reporter, luminescence; inhibition, % at 5 µM; 290,000 tested, 0.23% active;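 active means inhibition above a per-plate limit of that plate's mean compound inhibition plus 3 SD, cut at about 60% in these data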;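 further: 0% = DMSO wells and 100% = LY294002 at 200 µM; higher means less KLF5 promoter-driven luciferase light; inactives centre near -14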
HSP90 inh: inhibitors of HSP90 luciferase refolding in rabbit reticulocyte lysate. luciferase refolding luminescence, 3 h. inhibition, % at 5.6 µM. 290,000 tested, 0.91% active;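 active means inhibition above the screen-wide mean plus 3 SD, computed separately per campaign, cut at about 16% in these data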;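 further: 0% = DMSO wells and 100% = 60 µM geldanamycin wells; inhibitors lower the luminescence because luciferase stays unfolded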
HSF1 inhib: HSF1 inhibition; NIH3T3-HGL HSE-luciferase, MG132-induced, luminescence 8 h; stronger effect = lower value; activity change, negative = inhibition, % at 7.5 µM (by protocol); 300,000 tested, 0.77% active; AID 2098;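 active means more than half of replicate wells show activity change below -50%, luminescence cut by over half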;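 further: luciferase reports HSF-1 transcriptional activity via heat shock element; 0% = median of DMSO wells and -100% = zero luminescence signal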
GSK3A inh: blocks human GSK-3 alpha kinase; inhibition, % at 10 µM; 320,000 tested, 0.1% active; ADP-Glo luminescence, 60 min;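 in the data active means inhibition above about 50%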;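 further: GST-tagged GSK-3 alpha with peptide substrate and 25 µM ATP; 0% = DMSO neutral wells and 100% = GW8510 positive control wells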
Target sequence (P49840 whole entry, looked up): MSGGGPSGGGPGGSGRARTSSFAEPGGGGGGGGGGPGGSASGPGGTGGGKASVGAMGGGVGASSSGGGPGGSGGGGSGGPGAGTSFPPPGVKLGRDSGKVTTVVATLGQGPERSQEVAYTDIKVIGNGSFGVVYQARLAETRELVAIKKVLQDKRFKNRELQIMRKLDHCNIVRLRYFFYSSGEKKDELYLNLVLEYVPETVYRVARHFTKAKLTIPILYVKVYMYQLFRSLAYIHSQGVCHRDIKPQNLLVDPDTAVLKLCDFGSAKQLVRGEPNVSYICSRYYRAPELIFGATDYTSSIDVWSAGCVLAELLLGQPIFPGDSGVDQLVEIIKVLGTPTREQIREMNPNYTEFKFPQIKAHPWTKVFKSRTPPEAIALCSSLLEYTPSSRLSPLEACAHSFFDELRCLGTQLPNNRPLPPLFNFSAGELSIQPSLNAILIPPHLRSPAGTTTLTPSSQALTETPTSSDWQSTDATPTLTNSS
aSyn 5UTR inh: 5' untranslated region of α-synuclein, MLPCN primary screen; alpha-synuclein 5'UTR reporter, inhibitor activity; inhibition, % (tested at 7.5 µM); 300,000 tested, 0.82% active; in the data active means inhibition above about 60%;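 further: H4 neuroglioblastoma cells stably carrying SNCA 5'UTR luciferase fusion; 0% = DMSO wells and 100% = positive control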
HIF act: HIF pathway transcriptional activation | 300,000 tested, 0.32% active | activation, % at 7.5 µM (by protocol) | U2OS HRE-luciferase reporter, luminescence; normalized: DMSO 0%, desferrioxamine 100%;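 active means mean activation of at least 10% of the iron chelator positive control signal, with at least half of replicates also reaching 10%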
HSF1 activator: increases HSF-1 driven luciferase reporter signal; NIH3T3-HGL HSF-1 luciferase reporter, MG132, 8 h; 100% = twice DMSO control signal; activation, % at 9 µM; 300,000 tested, 1.7% active;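 active means mean replicate activation of at least 50% with a set share of replicates each reaching 50%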;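 further: 0% = median of the neutral control wells and 100% = twice that signal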
An asterisk follows results filed as active; nt = no result given.

SMILES	IEC-6 tox	AI-2 QS mod	GSK3B inh	KLF5 inh	HSP90 inh	HSF1 inhib	GSK3A inh	aSyn 5UTR inh	HIF act	HSF1 activator
C/C(=N\NC(=S)NCCc1ccccc1)c1ccc(Cl)cc1	10	3	-1	-7	3	5	0	-12	-0.4	9
O=C(NC1CCCCCC1)c1cc2ccccc2oc1=O	-2	24	2	-126	10	-16	-2	-139	4.3	-34
CCc1nc2ccccc2nc1N1CCN(S(=O)(=O)c2c(C)cc(Cl)cc2C)CC1	6	2	2	-13	7	-1	-1	15	-0.6	3
CCOC(=O)CC1C(=O)NCCN1c1nc2c(C)cccn2c(=O)c1/C=C1\SC(=S)N(C(C)CC)C1=O (centres undefined)	2	-3	0	5	11	-20	1	-30	-0.4	-29
Oc1ccc2c(ccc3[nH]cnc32)c1	-5	8	2	-21	3	-11	2	-43	-0.7	-7
CC1=NN2C(=N)/C(=C\c3cc(C)n(-c4ccc(C)cc4)c3C)C(=O)N=C2S1	-1	15	-4	-15	1	6	1	4	-0.6	3
C=C(C)CSc1nc(C)c(Cc2ccccc2)c(=O)[nH]1	-7	17	-1	-43	-2	6	0	-25	-0.2	14
O=C(NC1CC1)C1=C[C@@H](c2ccc(Br)cc2)C[C@@H](OCc2ccc(CO)cc2)O1	nt	13	2	nt	nt	-1	-1	-23	-0.4	2
CC(SCC(=O)Nc1ccc(S(=O)(=O)N2CCCCC2)cc1)C(=O)O (centres undefined)	-9	12	-1	-21	-1	-4	-7	-6	0.1	-3
COc1cc(NC(=O)CCCn2c(=S)[nH]c3ccccc3c2=O)cc(OC)c1OC	-10	16	4	-8	-3	-5	-3	-18	0.1	-11
CCOC(=O)C1CCN(C(=O)CCS(=O)(=O)Cc2ccccc2)CC1	-5	7	0	5	-2	-7	1	10	-0.5	-29
CCOC(=O)c1ccc2c(c1)nc(COc1ccc3ccccc3c1)n2CC	-1	2	-2	5	-2	nt	0	nt	nt	nt
Brc1ccc(-c2ccc(/C=N/Nc3nc(N4CCOCC4)nc(N4CCOCC4)n3)o2)cc1	7	40	2	3	3	-17	0	-51	-0.6	-23
CCOc1ccc(-n2c(SCC(=O)Nc3cc(C)on3)nnc2-c2c[nH]c3ccccc23)cc1	7	21	-1	-4	-3	7	-3	-54	0.2	46
O=C1CC(N2CCN(c3ccc(F)cc3)CC2)C(=O)N1c1ccc(F)cc1 (centres undefined)	6	50	-2	-4	2	-2	-1	0	-0.5	0
Cc1cccc(/C=N/N2CCN(c3ccccc3)CC2)c1	0	21	-1	-8	0	4	-2	-140	3.2	28
COc1ccc(NC(=O)CO/N=C2/CCCc3nonc32)c(OC)c1	0	27	3	-28	1	3	-2	4	-0.4	20
Cn1c(=O)[nH]c(=O)c2[nH]c(N(Cc3ccccc3)Cc3ccccc3)nc21	5	nt	nt	5	-2	nt	-3	nt	nt	nt
CCC(=O)Nc1ccccc1Nc1cc(C#N)c(C#N)cc1[N+](=O)[O-]	nt	14	3	nt	nt	4	-1	-1	-0.1	22
CCOC(=O)N1CCN(C(=O)c2ccc(NS(=O)(=O)c3ccc(F)cc3)cc2)CC1	5	24	3	-19	-1	-2	0	0	-1.2	9
O=C1c2ccccc2C(=O)c2c1ccc1c(=O)n(C3CCCCC3)[nH]c21	2	13	-2	-25	6	-2	-3	8	-1.2	-5
O=C(COC(=O)CNC(=O)c1sc2ccccc2c1Cl)Nc1c(Cl)cc(Cl)cc1Cl	4	17	-2	18	-1	-2	0	-2	-0.6	-9
O=C(N/N=C/c1cccs1)c1ccc2ncccc2c1	-2	19	-5	-39	3	7	5	-31	1.3	-11
COP(=O)(OC)c1nc(-c2ccccc2)oc1N1CCOCC1	0	14	-1	-20	3	1	-1	31	0.0	4
COc1ccc(OC)c(S(=O)(=O)N2CCN(c3ccc(F)cc3)CC2)c1	1	1	3	-15	-2	-9	-2	-3	-1.0	-17
CCCCn1c(N)c(N(CCOC)C(=O)COC(=O)Cc2cccc(OC)c2)c(=O)[nH]c1=O	nt	9	-4	nt	nt	3	3	-4	-0.9	-7
CC(C)c1ccc2c(c1)C(N1CCNCC1)Cc1ccc(F)cc1S2 (centres undefined)	nt	4	-2	nt	nt	7	5	75*	0.5	-9
COCC(=O)/C=C1\Sc2ccccc2N1C	-11	-9	2	-18	-2	-36	1	10	0.1	-48
OCCC1CN(C2CSCCSC2)CCN1Cc1ccccc1 (centres undefined)	4	6	2	-21	5	4	-1	13	0.1	-15
COc1ccc(CCNc2nc(-c3ccc(F)cc3)c(CC(=O)O)s2)cc1OC	4	27	-1	-22	2	5	0	11	0.1	1
CCOc1ccc(CNC(=O)CCS(=O)(=O)c2ccc3c(c2)NC(=O)CO3)cc1OC	-4	nt	-2	-17	0	-4	-1	-1	0.2	-2
COc1cccc(C(=O)N2N=C(c3cccc(OC)c3)CC2(O)C(F)(F)F)c1 (centres undefined)	5	16	2	-1	0	5	-2	25	-0.5	6
Cc1cc(C)c2nc(-c3ccccn3)cc(C(=O)Nc3cc(C)on3)c2c1	7	14	1	-17	1	-10	1	24	-0.5	-10
Cc1nnc2sc(-c3ccc(NC(=O)CSc4ccc(Cl)cc4)cc3)nn12	-3	-24	-2	-17	-1	21	-2	-16	1.6	19
COc1ccc(OCCCC(=O)N(CCC2=CCCCC2)c2c(N)n(Cc3ccccc3)c(=O)[nH]c2=O)cc1	nt	nt	nt	nt	nt	6	-1	14	0.3	19
CCOC(=O)C1=C(C)N=c2s/c(=C/c3ccc(OCC(=O)O)cc3)c(=O)n2C1c1ccc(OC)cc1OC (centres undefined)	-6	16	-3	-56	-7	-5	0	4	-1.0	6
Cc1c(NS(=O)(=O)c2ccc(Br)s2)c(=O)n(-c2ccccc2)n1C	0	20	-1	5	1	9	-1	12	-0.3	12
Cc1c(N2C(=O)/C(=C\C3CC=CCC3)SC2=S)c(=O)n(-c2ccccc2)n1C (centres undefined)	-6	-20	-4	8	0	10	nt	-20	-0.4	15
COc1ccc(-c2cc3c(=O)n(CC(=O)NC4CCN(Cc5ccccc5)CC4)ncn3n2)cc1	2	8	-10	-20	3	2	nt	-40	0.7	15
CCOC(=O)N1CCN(S(=O)(=O)c2ccc(NC(C)=O)cc2)CC1	-1	26	-1	-39	-2	-2	-2	-4	-2.0	-12

Shown as a hit in aSyn 5UTR inh, among the entries above:
structure	AI-2 QS mod	GSK3B inh	KLF5 inh	HSP90 inh	HSF1 inhib	GSK3A inh	aSyn 5UTR inh	HSF1 activator
CC(C)c1ccc2c(c1)C(N1CCNCC1)Cc1ccc(F)cc1S2 (centres undefined)	4	-2	nt	nt	7	5	75*	-9

Next results follow:
SMILES	IEC-6 tox	AI-2 QS mod	GSK3B inh	KLF5 inh	HSP90 inh	HSF1 inhib	GSK3A inh	aSyn 5UTR inh	HIF act	HSF1 activator
CCOc1cc(/C=N/NC(=O)c2cc(-c3cccnc3)nc3ccccc23)ccc1O	2	13	3	-2	-4	-1	-1	-3	-0.1	-15
CCOc1ccccc1C(=O)N(Cc1cccs1)C1CCS(=O)(=O)C1 (centres undefined)	-5	37	3	-30	2	3	2	-15	-0.4	-1
COc1ccc(-c2nc(CS(=O)(=O)CC(=O)NCCCN3CCOCC3)c(C)o2)cc1	0	3	1	-5	0	5	1	4	-0.1	10
CCN(CC)Cc1c(C(=O)N/N=C/c2ccc(OCc3ccccc3C)cc2)nnn1-c1nonc1N	1	20	-1	-52	5	15	5	-87	0.6	28
CCOc1ccc(NC(=O)CN2CCN(CC(=O)Nc3ccc(OC)cc3OC)CC2)cc1	3	22	-1	8	-2	-5	-2	21	0.4	-11
O=C(CCc1c[nH]c2ccccc12)Nc1ncccc1O	-6	-64	-5	-17	-2	9	-3	-17	0.4	15
Cc1c(Cl)cccc1NC(=O)CC(Cc1ccccc1)C(=O)O (centres undefined)	-12	19	1	3	-4	4	-3	3	1.6	3
CCN(CC)S(=O)(=O)c1ccc(N2CCN(S(=O)(=O)c3ccccc3C#N)CC2)nc1	2	14	-7	5	3	3	nt	19	0.5	-3
Cc1cc(Cn2ccnc2)c(C)c([N+](=O)[O-])c1Cn1ccnc1	8	-16	0	12	0	0	-3	28	-1.2	-10
CCOCCCn1c(=NC(=O)c2cccs2)c(C#N)cc2c(=O)n3ccccc3nc21	1	18	-1	4	3	0	-1	17	0.0	3
Cc1ccc(S(=O)(=O)N2CCN(C)CC2)cc1C(=O)NC1CCCCC1	-3	7	-2	-35	1	-10	-1	0	-0.6	-15
Cc1[nH][nH]c(=O)c1C(c1ccc(-c2ccc(Cl)c(Cl)c2)o1)c1c(C)[nH][nH]c1=O	2	34	-1	-24	18*	10	2	-16	-0.2	12
N#CC(NC(=O)OCc1ccccc1)c1ccccc1 (centres undefined)	nt	-15	-1	nt	nt	9	-1	15	0.3	14
COC(=O)CSc1nc(NC(C)=O)nc(C)c1Br	-1	4	-2	-30	0	-6	-3	-8	0.0	-7
Cc1ccc(-c2ccc(=O)n(CC(=O)NCc3ccc(F)cc3)n2)cc1	-8	19	0	-1	-2	-7	-1	16	0.2	-12
CCOC(=O)c1ccccc1NS(=O)(=O)c1cnn(CC)c1C	0	3	-1	8	2	0	1	10	0.5	-26
NS(=O)(=O)c1ccc(CNC(=S)NC2CCCC2)cc1	3	4	-2	11	1	4	-1	-18	-0.1	3
O=[N+]([O-])c1cccnc1N1CCN(c2ccc(F)cc2)CC1	-1	2	1	-4	3	1	-1	-3	0.1	2
CN(C(=O)COC(=O)c1cc(=O)[nH]c2ccccc12)c1c(N)n(Cc2ccccc2)c(=O)[nH]c1=O	nt	11	-1	nt	nt	-38	0	7	-0.1	-56
COc1cccc(C(=O)c2c[nH]c(C(=O)NCc3cccs3)c2)c1	14	19	2	22	-1	-4	-3	6	0.1	5
CCN(CC)S(=O)(=O)c1cccc(-c2n[nH]c(=S)n2Cc2ccccc2)c1	-3	2	0	3	2	2	-2	3	0.7	5
O=C(NNc1nc2ccccc2s1)Nc1ccccc1	5	-61	-1	-42	6	-47	-1	-255	0.0	-55
O=C(NCC1CCN(S(=O)(=O)c2ccccc2)CC1)Nc1ccc(F)cc1F	-2	8	-5	-17	0	0	-1	20	-0.4	5
COc1ccccc1CNCc1cc(=O)oc2c(C)c(C)ccc12	-4	2	-1	-28	-2	1	0	24	-0.6	3
O=C(NCc1nnc(SCc2ccccc2)n1-c1ccc(F)cc1)C12CC3CC(CC(C3)C1)C2	-1	-5	1	11	0	5	0	3	0.1	16
CCC(C)NC(=O)Cn1cnc2sc(C)c(S(=O)(=O)N3CCCCC3)c2c1=O (centres undefined)	-6	9	2	-30	0	-4	-2	8	-0.4	-3
O=C(CCN1CCN(c2ccc(Cl)cc2)CC1)Nc1ccccc1F	2	10	0	10	7	5	2	5	-0.2	9
CC1CCCCC1NC(=O)c1nn(C)c2c1CS(=O)(=O)c1ccccc1-2 (centres undefined)	4	nt	-1	-18	-3	-1	-1	7	-0.5	1
COc1cccc(OC)c1C(=O)Nc1cccc(-n2cnnn2)c1	2	9	2	-13	4	13	3	2	0.0	26
CC(C)Oc1cccc(C(=O)C2CCCN(C(=O)c3cncs3)C2)c1 (centres undefined)	-1	20	nt	-25	-1	4	1	9	-1.3	5
